High-throughput results (PubChem BioAssay)
DSG3 Ab inh = inhibitors of pemphigus antibody binding to DSG3, primary screen, biochemical, bead-based, flow cytometry, scFv-GFP; binding (percent of control), % at 10 µM; AID 588358, 2011; hit rate 0.48% among 310,000; Desmoglein-3 (Homo sapiens), P32926; DSG3-coupled beads, scFv-anti-DSG3-GFP binding; stronger effect = lower value;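 active = binding more than 3 SD below its plate's average and above zero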; also: some compounds called inactive have numbers as strong as hits
Target sequence (P32926 whole entry, looked up): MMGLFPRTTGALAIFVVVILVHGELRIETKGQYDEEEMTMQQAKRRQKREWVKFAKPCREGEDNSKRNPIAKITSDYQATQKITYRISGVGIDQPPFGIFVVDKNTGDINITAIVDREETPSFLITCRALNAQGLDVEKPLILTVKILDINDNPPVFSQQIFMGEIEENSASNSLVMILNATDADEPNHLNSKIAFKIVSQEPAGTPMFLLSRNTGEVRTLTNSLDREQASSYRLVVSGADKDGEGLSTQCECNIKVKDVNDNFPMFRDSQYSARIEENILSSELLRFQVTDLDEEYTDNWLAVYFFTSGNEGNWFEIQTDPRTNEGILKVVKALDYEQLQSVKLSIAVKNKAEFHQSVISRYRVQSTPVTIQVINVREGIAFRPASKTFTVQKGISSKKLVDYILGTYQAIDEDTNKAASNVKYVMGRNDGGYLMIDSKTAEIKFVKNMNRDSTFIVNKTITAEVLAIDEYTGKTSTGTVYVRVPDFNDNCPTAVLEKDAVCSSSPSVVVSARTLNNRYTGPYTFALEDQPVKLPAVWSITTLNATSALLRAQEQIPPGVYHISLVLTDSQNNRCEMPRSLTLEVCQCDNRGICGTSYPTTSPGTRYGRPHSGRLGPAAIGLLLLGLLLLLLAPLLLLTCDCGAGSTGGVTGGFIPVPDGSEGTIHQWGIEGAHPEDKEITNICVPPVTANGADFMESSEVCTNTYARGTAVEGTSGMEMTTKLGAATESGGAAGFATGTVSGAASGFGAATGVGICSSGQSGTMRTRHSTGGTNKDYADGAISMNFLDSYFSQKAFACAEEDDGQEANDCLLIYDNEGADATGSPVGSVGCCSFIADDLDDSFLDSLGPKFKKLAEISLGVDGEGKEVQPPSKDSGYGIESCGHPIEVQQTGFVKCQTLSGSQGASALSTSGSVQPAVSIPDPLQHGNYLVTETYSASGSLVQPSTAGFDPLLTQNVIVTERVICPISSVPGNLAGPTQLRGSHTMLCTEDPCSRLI
PKA-R1A act = activators of PKA-R1A holoenzyme, primary screen, biochemical, fluorescence polarization, Cy5-IP20, bovine R1A, mouse PKAc; cAMP-dependent protein kinase type I-alpha regulatory subunit (Bos taurus) + …; AID 504707, 2011; activation, % at 11.4 µM; PKA-R1A dissociation; scaled: DMSO 0%, 113 µM cGMP 100%; hit rate 0.083% among 340,000;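 active = percent activation above the mean of all tested compounds plus 3 SD, cut at about 19% in these data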;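 also: higher means more PKAc released from R1A so a rise in polarization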
HTR5A ag = HTR5A agonists in luminescence cell assay, primary screen, counter-screen for OPRM1-OPRD1 heterodimer agonist project, full-deck HTS. 5-hydroxytryptamine receptor 5A (Homo sapiens), P47898. cell-based. activation, % at 9.3 µM. hit rate 0.61% among 340,000. AID 504692, 2011; in the data active = activation mostly above about 9.5%, no sharp cut-off; inactive = mostly below about 7.6%;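 also: 0% = cells with vehicle only and 100% = reference agonist; strong numbers were not always called active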
AddAB inh = growth inhibition of E. coli expressing H. pylori AddAB, primary screen, AddAB inhibitor project, absorbance; inhibition, % at 11.9 µM; hit rate 0.29% among 330,000; AID 435030, 2010; in the data active = inhibition above about 12%;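 also: 0% = vehicle wells of infected cells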
HTR5A inv ctr = HTR5A inverse agonists in luminescence cell assay, primary screen, counter-screen for OPRM1-OPRD1 heterodimer inverse agonist project, full-deck HTS; HTR5A cell line, inverse agonism; inhibition, % at 9.3 µM; hit rate 0.083% among 340,000; 5-hydroxytryptamine receptor 5A (Homo sapiens), P47898; in the data active = inhibition mostly above about 23%, no sharp cut-off; inactive = mostly below about 18%;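 also: 0% = cells with DMSO and 100% = no-cell wells with DMSO; some compounds called inactive have numbers as strong as hits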
Ecoli viability = E. coli V3065 growth inhibition, primary screen, counter-screen for AddAB inhibitor project, absorbance, OD600; 18 h; inhibition, % at 11.9 µM; hit rate 0.27% among 330,000;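 active = inhibition above the campaign's mean inhibition across all tested compounds plus 3 SD, cut at about 9.9% in these data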;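 also: uninfected addAB+ strain grown without phage in ampicillin broth; 0% = DMSO wells and 100% = ciprofloxacin 0.95 µg/ml wells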
PfHsp90 set2 = growth inhibition of PfHsp90-expressing yeast, primary screen, antimalarial PfHsp90 inhibitor project, S. cerevisiae, BacTiter-Glo luminescence, single point, set 2; BacTiter-Glo ATP, 48 h; yeast lacking PDR1 and PDR3 efflux regulators; inhibition, % at 9.4 µM; hit rate 0.32% among 310,000; AID 504621, 2011;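 active = every replicate shows inhibition above about 80%, whatever the replicate mean, limit read from the data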;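 also: 0% = DMSO neutral controls and 100% = 20 µM radicicol positive controls; yeast relying on Plasmodium falciparum Hsp90 in place of its own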
OPRM1-OPRD1 inv = inverse agonists of MOR-DOR heterodimerization, primary screen, cell-based, luminescence | AID 504357, 2011 | hit rate 0.21% among 340,000 | inhibition, % at 9.3 µM | cell-based MOR-DOR heterodimer luminescence, inverse agonism; in the data active = inhibition above about 22%, passing the limit was not always enough;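 also: 0% = cells with DMSO and 100% = wells without cells with DMSO; values of inactives mirror those of a sister screen read the other way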
phage Ecoli inh = growth loss of phage-infected E. coli, primary screen, RecBCD inhibitor project, absorbance, with phage, HTS. hit rate 0.26% among 360,000. inhibition, % at 11.9 µM; in the data active = inhibition above about 11%
SUMO Mot1 rescue = yeast Mot1-301 growth rescue at high temperature, primary screen, SUMOylation pathway inhibitor project, S. cerevisiae, ATP luminescence, 38.5C. S. cerevisiae Mot1-301 growth rescue; percent above DMSO median, 100 means doubled. growth rescue, % at 18.8 µM. hit rate 1% among 320,000. AID 2716, 2010;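 active = every valid replicate shows activation above 250% relative to neutral control wells; inactive = the rest, any valid replicate at or below 250%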;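 also: OY570 slx delta 5 strain wells were the positive control but not used for scaling; some compounds called inactive have numbers as strong as hits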
OPRM1-OPRD1 ag = agonists of OPRM1-OPRD1 heterodimerization, primary screen, cell-based, luminescence; Mu-type opioid receptor (Homo sapiens) + Delta-type opioid receptor (Homo sapiens), …; cells; activation, % at 9.3 µM; hit rate 0.3% among 340,000; AID 504326, 2011; in the data active = activation above about 18%;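 also: 0% = vehicle-treated cells and 100% = reference agonist; values of inactives mirror those of a sister screen read the other way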
Starred values were filed as active, the others as inactive; . = no result given.

[1] COc1ccccc1NC(=O)C(C)OC(=O)Cc1ccsc1 (stereo unspecified)
[2] CN(C)S(=O)(=O)c1ccc(N2CCOCC2)c(C(=O)NCc2ccc3c(c2)OCO3)c1
[3] CCOC(=O)c1ccc(N2N=C(C)/C(=C/C=C/c3ccco3)C2=O)cc1
[4] COc1ccc(OCC(=O)NCCc2ccc(S(N)(=O)=O)cc2)cc1
[5] COCCOCCn1c(CCCO)nc2ccccc21
[6] O=C1CC(c2ccc(F)cc2)CC(O)=C1C1NCCc2ccccc21 (stereo unspecified)
[7] CN(CC(=O)Nc1ccc2c(c1)OCO2)CC(=O)Nc1ccc(F)c(F)c1F
[8] Cc1ccc(/C=N/NC(=O)C(C)NC(=O)c2ccccc2)cc1 (stereo unspecified)
assay / compound,1,2,3,4,5,6,7,8
DSG3 Ab inh,112,.,99,102,.,109,103,98
PKA-R1A act,-12,-5,-7,4,-1,3,14,0
HTR5A ag,3,-5,-3,0,4,7,3,-1
AddAB inh,.,4.2,1.8,0.3,1.1,-1.1,1.5,2.8
HTR5A inv ctr,6,11,9,0,-10,-25,-18,2
Ecoli viability,.,-0.1,-0.2,0.3,-0.7,1.9,0.3,1.0
PfHsp90 set2,.,-3,9,1,0,2,40,-14
OPRM1-OPRD1 inv,5,7,9,9,19,11,14,16
phage Ecoli inh,1.9,1.7,3.1,1.8,2.6,3.2,1.2,3.6
SUMO Mot1 rescue,.,-11,-13,14,2,2,11,-18
OPRM1-OPRD1 ag,-0.7,-1.8,-1.9,-1.7,-4.5,-2.0,-3.6,-2.9

[9] COc1ccccc1NC(=O)COc1ccc(C(=O)NCc2ccccc2)cc1OC
[10] Cc1cc(S(=O)(=O)N2CCCc3ccccc32)ccc1-n1cnnn1
[11] CN(C(=O)CC1C(=O)NCCN1Cc1c(F)cccc1Cl)C1CCOCC1 (stereo unspecified)
[12] S=c1[nH]nc(Cn2cnc3ccccc32)n1-c1ccccc1Cl
[13] O=[N+]([O-])c1cccc(CSc2nnc3ccccn23)c1
[14] CC(C)CCn1c(N2CCc3ccccc3C2)nc2c1c(=O)[nH]c(=O)n2C
[15] CC1CCN(CCCOc2ccc(Br)cc2Cl)CC1
[16] CCc1nc(Nc2ccc(OC)cc2OC)c2oc3ccccc3c2n1
assay / compound,9,10,11,12,13,14,15,16
DSG3 Ab inh,96,102,.,105,100,94,112,96
PKA-R1A act,8,4,-7,-1,-13,-16,-3,1
HTR5A ag,4,1,-3,-2,2,3,-3,6
AddAB inh,1.2,5.4,1.5,5.2,5.0,0.7,1.9,1.1
HTR5A inv ctr,-11,-6,26,4,-7,-8,8,-22
Ecoli viability,1.6,0.4,-2.4,-1.4,0.8,0.1,1.9,-1.5
PfHsp90 set2,-12,-18,-17,-44,-3,-10,.,-12
OPRM1-OPRD1 inv,-6,-15,17,10,6,3,-2,-63
phage Ecoli inh,-2.6,-1.5,2.5,1.8,0.8,2.5,4.0,-1.2
SUMO Mot1 rescue,81,1,71,233,-8,51,169,2
OPRM1-OPRD1 ag,1.3,1.8,-3.4,-1.8,-1.1,-0.5,0.4,12

[17] O=[N+]([O-])c1ccc(Cl)c(S(=O)(=O)NCCc2ccccn2)c1
[18] CC(C)C(=O)NC(=S)Nc1sc2c(c1C(N)=O)CCCC2
[19] CC(C)Cc1nc2oc3c(NCc4cccnc4)ncnc3c2c2c1CCC2
[20] O=C1CCc2cc(S(=O)(=O)N3CCN(c4ccc(F)cc4)CC3)cc3c2N1CC3
[21] O=c1cc(Nc2cccc(Br)c2)[nH]c(=O)[nH]1
[22] COc1ccc(N2C(=O)CC(Cc3ccccc3OC)C2=O)cc1 (stereo unspecified)
[23] Cc1c(Cl)cccc1NC(=S)NC(=O)CCN1C(=O)c2ccccc2C1=O
[24] O=C(CNS(=O)(=O)c1ccc(Br)s1)Nc1ccc2c(c1)OCCO2
assay / compound,17,18,19,20,21,22,23,24
DSG3 Ab inh,.,99,100,103,99,113,96,103
PKA-R1A act,-5,11,1,-9,.,4,6,-4
HTR5A ag,-1,0,11,-1,.,0,-1,0
AddAB inh,1.3,3.9,-1.3,1.1,5.2,1.5,0.2,2.2
HTR5A inv ctr,1,-2,-29,2,.,0,3,-25
Ecoli viability,-1.5,2.1,-3.2,0.9,1.4,0.9,1.6,0.2
PfHsp90 set2,-9,-19,16,-6,-24,-7,7,-17
OPRM1-OPRD1 inv,2,21,-37,6,.,9,-1,9
phage Ecoli inh,2.9,2.5,1.1,5.4,5.5,-1.3,4.4,3.6
SUMO Mot1 rescue,10,57,5,-16,-8,4,0,-14
OPRM1-OPRD1 ag,-0.5,-4.1,8.5,-1.1,.,-1.8,0.2,-1.8

[25] CC(NC(=O)c1cc(=O)[nH]c2ccccc12)c1ccc(F)cc1F (stereo unspecified)
[26] CC1CCC2C(=O)N(c3cccc(OS(=O)(=O)c4ccccc4)c3)C(=O)C2C1 (stereo unspecified)
[27] O=C(O)c1cc([N+](=O)[O-])c(Nc2cccc3ccccc23)c([N+](=O)[O-])c1
[28] O=C(NCCc1ccccc1)C1CCCN(S(=O)(=O)c2cccs2)C1 (stereo unspecified)
[29] CCc1ccccc1N1CC(C(=O)O)CC1=O (stereo unspecified)
[30] Cc1ccc(C(=O)NCCc2ccc(S(N)(=O)=O)cc2)cc1[N+](=O)[O-]
[31] O=C(Nc1ccc(N2C(=O)C3C4C=CC(C4)C3C2=O)cc1)Nc1nncs1 (stereo unspecified)
[32] Cc1ccc(F)cc1NC(=O)N1CCNC(=O)C1CC(=O)Nc1cc(Cl)ccc1Cl (stereo unspecified)
assay / compound,25,26,27,28,29,30,31,32
DSG3 Ab inh,.,96,116,97,109,88,100,114
PKA-R1A act,-9,4,-8,-3,-4,5,-5,-2
HTR5A ag,5,6,5,4,-2,-4,-2,0
AddAB inh,2.0,2.9,-0.5,0.1,4.2,-1.9,0.1,-0.4
HTR5A inv ctr,-14,-3,-18,-10,3,0,5,0
Ecoli viability,0.2,1.3,-0.7,-1.8,1.3,0.6,0.4,1.1
PfHsp90 set2,5,-4,-20,7,7,-4,15,-11
OPRM1-OPRD1 inv,-9,13,-5,-3,9,5,-1,5
phage Ecoli inh,-0.2,1.8,0.5,1.1,0.9,0.5,-0.1,3.2
SUMO Mot1 rescue,6,-16,4,-5,12,4,-7,-2
OPRM1-OPRD1 ag,1.2,-2.1,0.9,0.5,-2.2,-1.0,0.2,-0.9

[33] CC(C)(C)C(=O)CN1C(=O)NC2(CCc3ccccc32)C1=O (stereo unspecified)
[34] Cc1nc2ccccc2n1CC(O)COc1ccccc1Cl (stereo unspecified)
[35] Cn1c(=O)c2c(-c3ccc(C(C)(C)C)cc3)n(N3CCOCC3)cc2n(C)c1=O
[36] O=C(NNS(=O)(=O)c1ccc(F)cc1)c1ccccc1
[37] CCN(CC)S(=O)(=O)c1ccc(N2CCN(c3ccccc3O)CC2)nc1
[38] Cc1ccc(-n2c(=O)c(C#N)cc3c(=O)n4cccc(C)c4nc32)cc1
[39] CCCc1cc(C(=O)NCc2ccc(OC)cc2)no1
[40] COc1cccc(/C=C2\N=C(C3CCCCC3)OC2=O)c1OC
assay / compound,33,34,35,36,37,38,39,40
DSG3 Ab inh,105,93,95,102,116,98,102,112
PKA-R1A act,-6,0,7,-14,0,2,-4,-6
HTR5A ag,1,5,1,1,-4,-4,-3,1
AddAB inh,2.1,0.1,-1.0,1.2,0.9,-0.1,0.0,-4.0
HTR5A inv ctr,-5,-14,7,-4,11,8,11,-18
Ecoli viability,2.2,-1.6,0.3,1.4,-1.6,1.8,2.6,-2.5
PfHsp90 set2,-9,7,-1,1,-15,0,-11,.
OPRM1-OPRD1 inv,10,6,0,5,-21,12,4,12
phage Ecoli inh,3.7,2.4,0.1,0.8,0.7,2.9,3.6,2.7
SUMO Mot1 rescue,1,-3,-2,-29,3,-18,-13,-9
OPRM1-OPRD1 ag,-1.8,-1.2,0.0,-1.0,2.6,-2.6,-0.6,-2.5

The closing three entries of the section before come first, to join the parts:
[38] Cc1ccc(-n2c(=O)c(C#N)cc3c(=O)n4cccc(C)c4nc32)cc1
[39] CCCc1cc(C(=O)NCc2ccc(OC)cc2)no1
[40] COc1cccc(/C=C2\N=C(C3CCCCC3)OC2=O)c1OC
[41] COc1ccc(-c2c(-c3cc(OC)cc(OC)c3)n(C)c3ccc(-c4ccc(OC)cc4F)cc23)cc1
[42] Cc1ccc(N2CC(C(=O)Nc3nc4ccc(S(C)(=O)=O)cc4s3)CC2=O)cc1C (stereo unspecified)
[43] O=C(NCc1nnc(SCC(=O)N2CCCC2)o1)c1ccccc1F
[44] Nc1ccc2oc(-c3cccc4ccccc34)nc2c1
[45] CCOC(=O)c1c(C)[nH]c(C(=O)COC(=O)CNC(=O)c2ccc(Cl)cc2Cl)c1C
[46] COc1cc2c(cc1O)[C@@H]1Cc3cc(O)c(OC)cc3[C@H](C2)N1C
[47] CCOc1ccc(-n2nc(C(=O)N3CCN(CC)CC3)c3ccccc3c2=O)cc1
[48] CCc1ccccc1NC(=O)/C(C#N)=C/c1ccc(Sc2ccccc2)o1
[49] COC(=O)c1cn(C(=O)c2ccc(F)cc2)c2ccccc12
[50] Cc1c(CC(=O)N[C@@H](C)C(=O)O)c(=O)oc2cc3occ(-c4ccccc4)c3cc12
assay / compound,38,39,40,41,42,43,44,45,46,47,48,49,50
DSG3 Ab inh,98,102,112,102,104,.,107,84,107,106,89,101,98
PKA-R1A act,2,-4,-6,-2,-13,1,-6,-9,-13,5,4,1,3
HTR5A ag,-4,-3,1,4,-4,2,2,4,2,6,-4,-3,5
AddAB inh,-0.1,0.0,-4.0,2.9,0.2,-2.1,1.9,-0.3,-2.7,2.0,0.4,2.4,-3.4
HTR5A inv ctr,8,11,-18,-5,-6,-9,7,18,-13,-2,10,12,-18
Ecoli viability,1.8,2.6,-2.5,1.7,-2.0,-2.7,1.7,-0.1,-2.4,-2.2,-0.1,-1.0,-5.7
PfHsp90 set2,0,-11,.,0,-5,15,-9,-37,5,12,.,-2,16
OPRM1-OPRD1 inv,12,4,12,-29,-6,3,11,2,-1,1,-28,-7,19
phage Ecoli inh,2.9,3.6,2.7,1.1,2.6,1.9,0.6,1.1,1.7,2.2,1.6,1.4,2.6
SUMO Mot1 rescue,-18,-13,-9,2,148,178,17,-7,-20,-19,176,178,3
OPRM1-OPRD1 ag,-2.6,-0.6,-2.5,4.8,0.9,-0.6,-1.8,-0.5,0.2,-0.2,3.9,1.6,-3.2
